Bioassay records (PubChem BioAssay)
GLP-1R inv ag: inverse agonists of human GLP-1 receptor; Potency, µM (highest dose often 38.3 µM), for inactives: at the highest dose activity change, negative = inhibition, usual class: inhibitors; hit rate 1.6% among 410,000; HEK293 GLP-1R CRE-luciferase, luminescence, 24 h; GLP-1R form is constitutively active; AID 624417; note: potency is the fitted concentration of half-maximal effect; % is set by controls: 0 for no effect and ±100 for the full control effect; nearly all actives have a fitted effect of over 55% in size
Target sequence (P43220 whole entry, looked up): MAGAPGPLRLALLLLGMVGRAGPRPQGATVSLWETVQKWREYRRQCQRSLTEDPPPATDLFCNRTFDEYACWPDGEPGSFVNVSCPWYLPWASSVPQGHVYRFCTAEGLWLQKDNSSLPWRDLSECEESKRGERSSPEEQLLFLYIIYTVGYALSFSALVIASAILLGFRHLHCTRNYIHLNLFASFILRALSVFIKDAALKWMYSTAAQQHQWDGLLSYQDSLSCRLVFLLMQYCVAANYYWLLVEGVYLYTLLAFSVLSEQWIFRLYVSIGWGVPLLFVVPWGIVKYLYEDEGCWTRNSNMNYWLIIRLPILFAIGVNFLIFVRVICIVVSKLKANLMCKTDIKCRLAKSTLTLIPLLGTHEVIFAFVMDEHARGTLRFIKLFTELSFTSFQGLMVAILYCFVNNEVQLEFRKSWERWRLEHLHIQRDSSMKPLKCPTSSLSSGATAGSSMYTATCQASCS
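Inverse agonism was detected as reduced cAMP-driven luciferase luminescence after 24 h compound treatment. The cells were HEK293 clones expressing constitutively active human GLP-1R with the reporter. Reporter-only and GPR119 cell lines served as counterscreen controls.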
HEK293 tox: cytotoxicity counter-screen for GLP-1 receptor inverse agonists; HEK293 cAMP-luciferase reporter cells, luminescence, 24 h; Potency, µM (series often up to 38.3 µM), for the others: at the top dose activity change, negative = inhibition, actives largely listed as inhibitors; hit rate 0.13% among 410,000;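 note: loss of luciferase light is scored as toxicity; potency is the fitted concentration of half-maximal effect; % is set by controls: 0 for no effect and ±100 for the full control effect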
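Seeding density was 200 cells/uL; after overnight-length (12 h) culture, 23 nL compounds went on for 24 h at 37 °C. Readout used a luciferase detection reagent, luminescence taken after 12 min at room temperature.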
GLP1R ag: agonists of human GLP-1 receptor; P43220; HEK293 GLP-1R CRE-luciferase, luminescence, 4-6 h; cells express a hypersensitive GLP-1R form; Potency, µM (top dose mostly 45.6 µM), for inactives: top-dose activation, hits mostly activators; hit rate 0.007% among 380,000; AID 624172; note: potency is the fitted concentration of half-maximal effect; % of control where 0% means no effect
D3 antag: D3 dopamine receptor (human) antagonism; max response, negative = inhibition, %; AID 652054; D3R cells, DiscoveRx beta-arrestin luminescence, antagonist mode; stronger effect = lower value; hit rate 2.5% among 360,000; in the data active = max response below about -50%; inconclusive = no clear call, values can overlap the other calls; note: % is set by controls: 0 for no effect and ±100 for the full control effect; mostly tested at two doses, the higher about 12 µM
Target sequence (P35462 whole entry, looked up): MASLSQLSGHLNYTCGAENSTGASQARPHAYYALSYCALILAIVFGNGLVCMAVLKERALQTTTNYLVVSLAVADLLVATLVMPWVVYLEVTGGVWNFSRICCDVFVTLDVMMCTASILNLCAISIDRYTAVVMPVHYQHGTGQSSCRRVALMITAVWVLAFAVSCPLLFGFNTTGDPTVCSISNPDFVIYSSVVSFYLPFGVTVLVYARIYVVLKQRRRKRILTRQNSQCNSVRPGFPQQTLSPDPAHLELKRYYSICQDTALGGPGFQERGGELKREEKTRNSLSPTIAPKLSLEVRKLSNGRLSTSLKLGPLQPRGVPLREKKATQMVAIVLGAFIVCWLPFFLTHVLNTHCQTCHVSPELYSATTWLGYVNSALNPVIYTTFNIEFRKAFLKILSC
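Cells expressing the human receptor were seeded at 1500 cells/well, incubated overnight at 37 degrees C in 5% CO2, then exposed to library compounds with dopamine controls for 90 minutes at 37 degrees C before luminescent detection.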
aSyn yeast inh: rescues yeast growth from alpha-synuclein toxicity; Yeast expressing alpha-synuclein, growth rescue, BacTiter-Glo, 24 h; Potency, µM (series often up to 46.1 µM), for inactives: at the highest dose growth rescue (activation), hits mostly activators; hit rate 0.14% among 370,000; note: potency is the fitted concentration of half-maximal effect; % of control where 0% means no effect; nearly all actives have a fitted effect of over 65% in size
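Screening used galactose-induced yeast with toxic alpha-synuclein levels, exposed to compound for 24 hr at 30 deg C. Cell growth, read with BacTiter-Glo luminescence, gave the measured signal.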
KB-V1 MDR tox: kills drug-selected multidrug resistant KB-V1 cells; KB-V1 MDR cells viability, CellTiter-Glo, 72 h; Potency, µM (titrated, usually from 46.1 µM), inactives show top-dose activity change, negative = cytotoxicity, most hits filed as cytotoxic; hit rate 3.4% among 400,000; note: potency is the fitted concentration of half-maximal effect; % is set by controls: 0 for no effect and ±100 for the full control effect; nearly all actives have a fitted effect of over 60% in size
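KB-V1 MDR subline cells in DMEM (phenol-red free, 10% FBS) exposed to compounds in qHTS concentration series for 72 h at 37 degrees C. Viability read by CellTiter-Glo luminescence; concentration-effect curves fitted after normalization and correction.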
D3 ag: agonists of human D3 dopamine receptor; D3R DiscoveRx beta-arrestin cells, luminescence, 90 min; max activation, %; hit rate 0.58% among 410,000; P35462; in the data active = max activation above about 30%; note: 0% is about no effect; mostly tested at two doses, the higher about 12 µM
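Agonist mode: compounds and dopamine controls were applied to plated cells for 90 min at 37 degrees C after an overnight attachment at 1500 cells/well. Luminescent read-out followed 30 - 60 minutes at room temperature with DiscoveRx detection reagent.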
TDP43 rescue: rescues yeast growth from TDP-43 toxicity; TDP-43 expressing yeast growth rescue, BacTiter-Glo, 24 h; Potency, µM (series often up to 46.1 µM), without a hit: top-dose growth rescue (activation), most hits filed as activators; hit rate 1.8% among 410,000; note: potency is the fitted concentration of half-maximal effect; % of control where 0% means no effect; nearly all actives have a fitted effect of over 50% in size
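Yeast cells expressing TDP-43 under galactose induction are exposed to compounds for 24 hr at 30 deg C. BacTiter-Glo luminescence measures growth, so protective compounds score as activators.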
PTHR1 ag: PTHR1 (human) receptor agonism. AID 743266. HEK293 GP2 PTHR1 cells, GloSensor cAMP luminescence, 1 h. hit rate 0.075% among 410,000. Potency, µM (series often up to 115 µM), for inactives: at the top dose activation, actives largely listed as activators. Q03431; note: potency is the fitted concentration of half-maximal effect; nearly all actives have a fitted effect of over 55% in size; some results filed as inactive show a strong effect at the top dose; inactives centre near -15; many of its hits are not listed in these tables
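HEK-293-derived GP2 cells expressing PTHR1 and a GloSensor cAMP reporter, 3,000/well, plated overnight, given luciferin plus IBMX (each 0.5 mM as added) for 1 h at 37 °C, then compound for 1 h at 37 °C. Luminescence was read after 15 min at room temperature.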
* hit, by the source's call; i = inactive; ? = inconclusive; nt = no result given; & = joins results of further samples; [ ] = another dose, or the depositor's remark. Unless noted, calls come from the whole dose curve; as a rule, active = well fitted curve in the direction sought with a large enough effect; inconclusive = small, poorly fitted or top-dose-only effect, or another doubt; inactive = no such curve, though single readings can be large; an effect the other way counts as inactive or inconclusive. A portion of the library (hit frequency here may not be typical).

SMILES	GLP-1R inv ag	HEK293 tox	GLP1R ag	D3 antag	aSyn yeast inh	KB-V1 MDR tox	D3 ag	TDP43 rescue	PTHR1 ag
Cc1ccc(NC(=O)CSc2nnc3scc(-c4ccc(Cl)cc4)n23)cc1	4%	3%	nt	nt	nt	12%	2	11%	i
COC(=O)C1=C(C)N=C2SCCC(=O)N2C1c1ccc(C(=O)OC)cc1 (stereo not drawn)	30%	5%	6%	-3	-1%	?	7	-2%	i
CC1CC(C)CN(C(=O)c2ccc(NS(=O)(=O)c3ccc4[nH]c(=O)[nH]c4c3)cc2)C1 (stereo not drawn)	14%	10%	-2%	4	15%	-2%	4	20%	i
O=C(NCc1ccc(F)cc1)C(=O)NCC1OCCN1S(=O)(=O)c1ccc2c(c1)OCCO2 (stereo not drawn)	-1%	-2%	5%	0	1%	-3%	-11	16%	i
C/C(=N/NC(=O)c1sc(=S)n(C)c1C)c1ccccc1	24%	0%	7%	-2	1%	9%	2	8%	i
CC(C)c1ccc(NC(=O)c2cn(C3CCCCC3)c(=O)c3c2c2ccccc2n3C)cc1	3%	6%	nt	nt	nt	1%	9	5%	i
CC(C)(C)C(=O)c1cn(CC(=O)NCc2ccc3c(c2)OCO3)c2ccccc12	?	-13%	-10%	9	1%	0%	-2	-10%	-3%[57.5 µM]
CCCCN(C(=O)NC(=O)Nc1ccccc1OC)S(C)(=O)=O	2%	5%	-7%	-17	-2%	-2%	-1	-10%	i
c1ccc(-n2nnnc2CN2CCOCC2)cc1	20%	6%	-2%	1	0%	14%	0	0%	17%
CC1CCC(NC(=O)CC(NC(N)=O)c2ccccc2Cl)CC1 (stereo not drawn)	3%	4%	3%	-18	2%	0%	-15	-4%	i
O=C1CSC(c2ccncc2)N1Cc1ccccc1 (stereo not drawn)	-11%	3%	12%	9	-3%	29%	-1	-2%	i
COC(=O)N1C(=O)[C@](c2ccccc2)(C2CCCC2)N1C(=O)OC	-7%	-25%	2%	-24	2%	-17%	-7	14µM*	-95%[inhibitor]
O=S1(=O)CC(N2CCN(CCO)CC2)CN1Cc1ccc(F)cc1 (stereo not drawn)	-16%	2%	3%	0	0%	?	0	11%	-12%
O=c1oc2ccccc2c(Nc2ccc(F)cc2)c1[N+](=O)[O-]	-11%	-12%	-2%	-6	3%	6%	-4	-1%	-39%[inhibitor]
CC(C)(C)NC(=O)C[C@H]1C[C@H](C(=O)N2CCCCC2)[C@@]2(CCc3ccccc3)c3[nH]c4ccc(Cl)cc4c3CCN2C1=O	12%	-5%	-2%	-29	1%	3%	4	?	-24%
Cc1ccc(OCC(=O)Nc2ccccc2N2CCOCC2)c(C)c1	?	22%	19%	34	15%	-14%	4	9%	-17%[57.5 µM]
CCn1cc2nc(SCC(=O)Nc3ccc(OC)c(OC)c3)n(Cc3ccc(Cl)cc3)c(=O)c2n1	3%	-6%	7%	nt	nt	7%	-15	20%	-18%
Oc1ccc(N=Cc2sc3ccccc3c2Cl)cc1	44%[activator]	?	-1%	12	1%	8%	-14	-11%	-7%
COc1ccc(C(CNC(=O)c2oc3cc(C)c(Cl)cc3c2C)N2CCCCC2)cc1 (stereo not drawn)	7%&3%	4%&0%	-5%	13	2%	8%&23%	-13&-6	8%&12%	-10%
OCCN1CCN(C2CCC(c3ccc(F)cc3)c3ccc(F)cc32)CC1 (stereo not drawn)	2µM*	?	1%	-63*	-3%	?	-21	-33%[inhibitor]	-23%
Cc1cccnc1NC(=O)CN1C(=O)c2ccccc2S1(=O)=O	34%[activator]	1%	1%	-6	0%	13%	-1	-6%	-12%
COc1ccc(C(=O)N(C)C2CCCc3ccccc32)cc1OC1CCN(C(C)C)CC1 (stereo not drawn)	?	-23%	8%	9	2%	?	4	18%	i
CCc1noc(C)c1C(=O)N1CCN(c2cccc(Cl)c2)CC1	2%	-18%	9%	8	1%	?	5	?	i
CC(=O)Nc1ccc(NC(=O)c2c(C)nn(-c3ccccc3)c2-n2cccc2)cc1	14%	4%	nt	nt	nt	1%	7	23%	i

Fetched by compound from above (four):
SMILES	GLP-1R inv ag	HEK293 tox	GLP1R ag	D3 antag	aSyn yeast inh	KB-V1 MDR tox	D3 ag	TDP43 rescue	PTHR1 ag
COc1ccc(C(CNC(=O)c2oc3cc(C)c(Cl)cc3c2C)N2CCCCC2)cc1 (stereo not drawn)	7%&3%	4%&0%	-5%	13	2%	8%&23%	-13&-6	8%&12%	-10%
COc1ccc(C(=O)N(C)C2CCCc3ccccc32)cc1OC1CCN(C(C)C)CC1 (stereo not drawn)	?	-23%	8%	9	2%	?	4	18%	i
OCCN1CCN(C2CCC(c3ccc(F)cc3)c3ccc(F)cc32)CC1 (stereo not drawn)	2µM*	?	1%	-63*	-3%	?	-21	-33%[inhibitor]	-23%
O=S1(=O)CC(N2CCN(CCO)CC2)CN1Cc1ccc(F)cc1 (stereo not drawn)	-16%	2%	3%	0	0%	?	0	11%	-12%

The listing continues:
SMILES	GLP-1R inv ag	HEK293 tox	GLP1R ag	D3 antag	aSyn yeast inh	KB-V1 MDR tox	D3 ag	TDP43 rescue	PTHR1 ag
COc1ccccc1CNS(=O)(=O)CC12CCC(CC1=O)C2(C)C (stereo not drawn)	-5%	-7%	-1%	-7	6%	-18%	18	-22%	i
O=C(NCCCN1CCCC1=O)c1ccc(CNS(=O)(=O)c2ccc(F)cc2)cc1	17%	4%	3%	-15	-1%	20%	-5	-15%	-16%[57.5 µM]
O=C(Nc1ccc2c(c1)OCCO2)C1CCN(S(=O)(=O)c2cccc3nsnc23)CC1	-1%	3%	0%	2	2%	-26%	0	0%	-23%[57.5 µM]
COc1ccc(S(=O)(=O)N(C)c2ccc(C(=O)Nc3c(C)n(C)n(-c4ccccc4)c3=O)cc2)cc1	-3%	15%	-13%	-5	-3%	-13%	-6	3%	i
Cc1ccc(Cn2nnc3c(=O)[nH]c(C4CCN(S(=O)(=O)c5ccccc5F)CC4)nc32)cc1	-20%	0%	13%	7	6%	9%	16	0%	i
Cc1ccc(/C=N/NC(=O)c2nnn(-c3nonc3N)c2-c2ccc3c(c2)OCO3)s1	?	-35%	-2%	-16	-6%	?	4	-4%	-20%
COc1ccc(N2CCN(C(=O)CCc3cc(OC)c(OC)c(OC)c3)CC2)cc1	-18%	0%	7%	9	1%	5%	4	16%	-6%
COC(=O)CCC(=O)OC1(C)C(=O)C2=CN(c3ccc(OC)cc3)C(c3ccc(OC)cc3)=CC2=C(Br)C1=O (stereo not drawn)	7%	-22%	2%	0	-6%	-9%	-15	-42%[inhibitor]	11%
CC(C)C[C@H](NC(=O)c1[nH]cnc1C(=O)N[C@@H](C)c1ccccc1)C(=O)OC(C)(C)C	10µM*	?	7%	?	2%	15%	-23	10%	-90%[inhibitor]
CC(C)N(Cc1nccn1C)C(=O)CC1C(=O)NCCN1Cc1ccccc1C(F)(F)F (stereo not drawn)	23%	2%	-2%	-17	-3%	1%	-5	-1%	-2%
CCOC(=O)c1sc2ncn(CC(=O)Nc3cc(C)on3)c(=O)c2c1C	10%	-22%	9%	-10	-2%	1%	0	10%	-4%
Cc1ccc(NC(=O)N2CCCC(c3ccccc3)C2)cc1 (stereo not drawn)	?	-11%	7%	13	-3%	29%	34*	18µM*	-7%
CN1C(=O)C(CCC(=O)O)NC1=S (stereo not drawn)	5%	-1%	-1%	4	0%	6%	2	15%	i
COCCCNC(=O)CCc1nnc2ccc(N3CCC(C)CC3)nn12	11%	-15%	10%	-12	-3%	0%	-5	-10%	-14%
Cc1ccc(C(=O)COC(=O)CNC(=O)CN2C(=O)c3ccccc3C2=O)cc1	8%	-3%	0%	-4	3%	30%	0	18%	i
COc1ccc(OCC2c3cc(OC)c(OC)cc3CCN2C(=O)c2ccc(F)cc2)cc1 (stereo not drawn)	3%	1%	9%	nt	12%	0%	-8	?	i
CCO[C@@H]1OC(C(N)=O)=C[C@H](c2cn(C(C)=O)c3ccccc23)[C@H]1CCCO	5%	-9%	18%	-9	0%	?	-4	5%	-25%
COC(=O)C1C2C=CC3(CN(Cc4cccs4)C(=O)C13)O2 (stereo not drawn)	?	-6%	-3%	-1	8%	0%	-9	-6%	21%
CCOc1ccc2oc(=O)cc(CN3CCN(C(=O)c4ccc(OC)c(OC)c4)CC3)c2c1	1%	-13%	nt	nt	nt	nt	-11	-9%	-14%
O=C(O)c1ccccc1Cc1nc2cc(Cl)ccc2c(=O)[nH]1	2%[7.66 µM]	0%[7.66 µM]	-2%	14	-8%	0%	0	-27%	i
CCN(Cc1ccc(Cl)s1)C(=O)c1cccc(OCc2c(C)noc2C)c1	?	-21%	24%	17	-1%	5.8µM*	7	35µM*	-28%
Cc1cnc(NC(=O)C2(C)CCN2C(=O)C(C)C)s1 (stereo not drawn)	-13%	2%	0%	27	2%	20%	1	11%	i
CN(Cc1ccccc1)C(=O)c1cn(C)c2ccc(S(=O)(=O)N3CCCC3)cc2c1=O	2%	-14%	-1%	4	0%	0%	-5	2%	i
C=CCN(c1ccccc1)S(=O)(=O)c1c(C)[nH]c(=O)[nH]c1=O	0%	1%	-1%	-21	0%	6%	-2	10%	i
CCS(=O)(=O)N1CCN(c2ccccc2)CC1	-4%	0%	1%	4	0%	20%	4	-15%	-5%
Cc1ccccc1C(=O)Nc1c2c(nn1C(C)(C)C)CS(=O)(=O)C2	1%	-16%	2%	-2	5%	-5%	13	-6%	i
Cc1cccc(C)c1N1C(=O)c2ccccc2NC(=O)C1C(=O)Nc1ccc2c(c1)OCCO2 (stereo not drawn)	18%	-5%	nt	9	0%	-4%	3	12%	-5%
O=C1C=C(c2cc(F)ccc2F)C[C@@H](c2ccc(Cl)cc2)C1	6%	18%	10%	-10	13%	14%	1	20µM*	-63%[inhibitor]
O=C(c1ccc(Cl)cc1Cl)N1CCOCC1	-20%	-6%	5%	1	-1%	?	15	-14%	-12%
Cc1ccc(C)c(NC(=S)NCc2ccc3[nH]c4c(c3c2)CCCC4)c1	?	?	15%	0	7%	?	-9	30%	-34%[inhibitor]
